Screens from PubChem.
PAFAH1B3 inh: blocks human PAF acetylhydrolase 1B catalytic subunit 3; Q15102; recombinant PAFAH1B3, FP-rhodamine probe, fluorescence polarization; inhibition, % at 3.39 µM; hit rate 0.28% among 340,000; AID 492972;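 active = inhibition above the screen-wide average of all tested compounds plus 3 SD, cut at about 25% in these data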;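 also: 0% = enzyme with DMSO only and 100% = wells lacking PAFAH1B3 protein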
Target sequence (Q15102 whole entry, looked up): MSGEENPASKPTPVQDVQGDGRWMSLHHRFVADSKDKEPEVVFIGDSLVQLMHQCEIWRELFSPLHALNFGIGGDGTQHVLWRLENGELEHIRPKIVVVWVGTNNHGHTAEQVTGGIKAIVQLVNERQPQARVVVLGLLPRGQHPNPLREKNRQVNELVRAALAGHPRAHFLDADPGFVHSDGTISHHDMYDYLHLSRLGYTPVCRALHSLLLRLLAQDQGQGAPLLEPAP
pPAFAH inh: inhibitors of human plasma PAF acetylhydrolase (pPAFAH); Q13093; recombinant pPAFAH, FP-rhodamine probe fluorescence polarization; inhibition, % at 3.39 µM; hit rate 1.5% among 330,000;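 active = inhibition above the mean inhibition across the screen plus 3 SD, cut at about 25% in these data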;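 also: inhibitors block binding of the rhodamine activity-based probe so polarization drops; 0% = enzyme with DMSO and 100% = wells lacking pPAFAH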
Fam108B inh: blocks mouse Fam108B hydrolase in RBBP9 counter-screen | recombinant Fam108B, FP-Rh probe fluorescence polarization | inhibition, % at 9.51 µM | hit rate 0.33% among 300,000;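 active = inhibition above the screen mean inhibition plus 3 SD, computed separately per campaign, cut at about 18% in these data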;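 also: inhibitors lower polarization as less probe binds the enzyme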
PAD4 inh: blocks human protein arginine deiminase 4. Q9UM07. recombinant PAD4, RCA probe fluorescence polarization. inhibition, % at 6.36 µM. hit rate 0.41% among 330,000;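 active = percent inhibition above a cutoff equal to the mean of all tested compounds plus 3 SD, cut at about 15% in these data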;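 also: 0% = PAD4 with RCA probe and DMSO and 100% = probe without PAD4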
Target sequence (Q9UM07 whole entry, looked up): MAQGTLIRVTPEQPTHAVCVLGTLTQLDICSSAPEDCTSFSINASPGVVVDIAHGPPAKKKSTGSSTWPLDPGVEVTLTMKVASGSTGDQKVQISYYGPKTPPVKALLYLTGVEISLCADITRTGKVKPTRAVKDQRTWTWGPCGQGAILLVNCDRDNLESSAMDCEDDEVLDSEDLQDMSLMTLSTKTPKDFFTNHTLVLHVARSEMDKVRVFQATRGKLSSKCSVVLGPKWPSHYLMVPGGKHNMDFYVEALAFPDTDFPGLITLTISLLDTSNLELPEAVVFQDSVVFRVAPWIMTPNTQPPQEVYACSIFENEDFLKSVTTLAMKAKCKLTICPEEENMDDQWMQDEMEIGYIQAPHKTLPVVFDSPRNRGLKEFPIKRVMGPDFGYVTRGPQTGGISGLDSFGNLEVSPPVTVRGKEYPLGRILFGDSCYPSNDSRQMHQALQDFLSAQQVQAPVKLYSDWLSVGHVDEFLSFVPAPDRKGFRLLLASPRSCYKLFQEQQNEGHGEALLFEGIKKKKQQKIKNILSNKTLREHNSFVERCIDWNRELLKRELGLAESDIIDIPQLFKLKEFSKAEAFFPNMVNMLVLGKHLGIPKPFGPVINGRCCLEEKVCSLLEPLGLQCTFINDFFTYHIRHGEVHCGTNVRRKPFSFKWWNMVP
PME-1 inh: PME-1 (human) inhibition; inhibition, % at 5.9 µM; Q9Y570; hit rate 0.53% among 320,000; AID 2130; recombinant PME-1, FP-Rh probe fluorescence polarization;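 active = inhibition above the campaign mean of all compounds plus 3 SD, cut at about 26% in these data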;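 also: competitive labeling of PME-1 active site by serine hydrolase directed probe; 0% = PME-1 with DMSO and 100% = wells lacking PME-1 enzyme; inhibitors block probe labeling so polarization falls and inhibition rises; many of its hits are not listed in these tables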
PAFAH2 inh: PAFAH2 (human) inhibition. Q99487. recombinant PAFAH2, FP-rhodamine activity probe, fluorescence polarization. inhibition, % at 3.39 µM. hit rate 0.99% among 340,000;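 active = inhibition above the mean over all tested compounds plus 3 SD, cut at about 30% in these data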;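 also: inhibitors block probe labeling of enzyme so polarization drops; 0% = enzyme with DMSO and 100% = wells lacking PAFAH2 protein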
PAFAH1B2 FP inh: inhibitors of human PAFAH1B2 | hit rate 1.2% among 340,000 | inhibition, % at 3.39 µM | recombinant PAFAH1B2, FP-rhodamine activity probe, fluorescence polarization;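 active = inhibition above the mean of all tested compounds plus 3 SD, cut at about 24% in these data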;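 also: 0% = enzyme with DMSO and 100% = wells lacking PAFAH1B2; many of its hits are not listed in these tables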
GSTO1 inh: GSTO1 inhibition, counter-screen for RBBP9 inhibitors | hit rate 1.1% among 300,000 | AID 1974 | recombinant GSTO1, activity-based probe fluorescence polarization | inhibition, % at 5.96 µM;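 active = inhibition above the campaign mean inhibition plus 3 SD, cut at about 35% in these data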;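 also: 0% = GSTO1-1 with DMSO and 100% = wells lacking GSTO1-1 enzyme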
LYPLA1 inh: LYPLA1 (human) inhibition in PME1 counter-screen; O75608; recombinant LYPLA1, FP-Rh probe fluorescence polarization; inhibition, % at 5.9 µM; hit rate 0.16% among 320,000; AID 2174;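 active = inhibition above the mean of all tested compounds plus 3 SD, set per campaign, cut at about 14% in these data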;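 also: inhibitors block serine hydrolase probe labeling of LYPLA1 so polarization falls; 0% = enzyme with DMSO and 100% = wells lacking LYPLA1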
An asterisk follows results filed as active; x = not tested or not shown. The list is partial, so the mix of outcomes need not match the whole.

SMILES	PAFAH1B3 inh	pPAFAH inh	Fam108B inh	PAD4 inh	PME-1 inh	PAFAH2 inh	PAFAH1B2 FP inh	GSTO1 inh	LYPLA1 inh
CCCC(c1nnnn1Cc1cccs1)N1CCN(c2ccc(OC)cc2)CC1 (centres undefined)	4.0	0.8	-1.2	-0.5	-2.4	-1.0	-0.2	2.4	0.8
O/N=C\c1ccc2noc(-c3ccc(Cl)cc3)c2c1	-2.3	0.7	1.4	-4.3	-1.7	11.3	1.1	-8.4	-3.8
CCOc1ccc(N2C(=O)C3Sc4[nH]c(=O)sc4C(/C=C/c4ccccc4)C3C2=O)cc1 (centres undefined)	4.1	24.5	4.7	-19.8	5.7	12.0	4.7	22.6	-6.5
Cc1nc2ccc(S(=O)(=O)N(C)CC(=O)NCCc3ccccc3)cc2s1	0.8	-7.9	2.9	0.7	1.4	8.6	3.4	4.5	-1.8
CCOc1cc(CNCC2CCCO2)cc(Br)c1OCC(N)=O (centres undefined)	3.4	-1.6	-1.8	-1.0	7.2	-0.9	6.4	-0.9	1.1
C[C@H](NC(=O)[C@@H]1CCC(=O)N1Cc1ccco1)c1ccccc1	8.2	7.0	-3.9	4.0	-6.4	8.0	-2.6	2.6	1.9
COc1cc(NC(=O)CCc2nnc3ccc(N4CCCC4)nn23)cc(OC)c1OC	-0.1	2.8	2.0	3.4	-1.5	-3.0	-1.6	-3.9	1.6
CC(C)CNc1nc(NC(C)(C)C)nc(Oc2ccc(=O)[nH]n2)n1	3.6	4.7	-1.5	-5.2	-0.8	-1.3	4.1	-4.2	1.2
CC(=O)NC12CC3CC(C1)CC(C(=O)Nc1c(C)n(C)n(-c4ccccc4)c1=O)(C3)C2	8.1	-0.7	2.4	0.9	2.6	-3.3	9.8	-4.3	-4.3
COCN(C#N)c1nc(N(C)C)nc(N(C)C)n1	5.8	5.1	-5.6	-1.2	4.5	9.3	1.8	8.7	4.1
O=C(COC(=O)/C=C/c1cccc(Br)c1)NC1CC1	-1.4	4.1	x	-1.0	6.5	31.9*	3.5	x	-3.0
O=C(COc1ccccc1C(=O)O)Nc1nc2ccc([N+](=O)[O-])cc2s1	-3.4	-2.5	-6.0	-2.0	-4.2	-0.4	2.7	-10.9	-5.2
CCOc1ccc(-c2nnc(SCC(=O)NC(C)(C)C)nc2-c2ccc(OCC)c(OC)c2)cc1OC	-3.4	2.6	-7.5	2.2	0.9	-6.2	3.6	0.7	0.8
O=c1cc(-c2ccc(Br)cc2)[nH][nH]1	5.3	5.8	5.2	56.5*	1.8	-2.0	7.7	24.0	-0.5
CC1CN(C2CCN(S(=O)(=O)c3ccc4ccccc4c3)CC2)CC(C)O1 (centres undefined)	-12.7	-1.4	5.3	-2.3	0.0	5.5	4.2	4.8	-4.5
COc1cccc(C(=O)N2CCN(C(=O)c3cccc(F)c3)CC2)c1	8.8	-5.8	-5.2	-1.3	-3.4	6.0	6.5	3.3	-1.9
CCOC(=O)CC(N)c1ccc(OC)cc1 (centres undefined)	4.5	3.3	-1.5	7.1	0.2	5.6	-0.7	-1.5	-0.9
S=C1NC(c2cccs2)=CC(c2ccc(Br)cc2)N1 (centres undefined)	5.6	0.1	-1.4	2.6	7.8	-0.1	5.3	-0.3	-0.8
O=c1c2c3c(sc2n(CCN2CCCC2)c(=O)n1Cc1ccccc1)CCCCC3	x	5.4	11.0	1.3	-4.5	x	x	4.3	-3.0
O=C(CN1CCCC1)N1CCCc2ccccc21	4.4	-8.3	2.3	-2.2	-7.8	2.3	3.7	-0.5	-1.4
CC1CCN(c2nc3c(=O)[nH]c(N)nc3n2[C@@H]2O[C@H](CO)[C@@H](O)[C@H]2O)CC1	7.0	0.1	-6.1	7.3	-1.7	1.0	1.4	2.8	-1.3
Nc1nc(COc2ccccc2C=O)nc(Nc2ccccc2)n1	-12.4	2.8	-1.3	-0.9	10.3	-18.2	-12.8	-6.2	-4.1
CC1CCN(c2ccc(C(=O)O)cc2NS(=O)(=O)c2ccc(Br)cc2)CC1	7.1	3.4	4.8	-2.5	3.6	10.5	28.2*	4.6	-0.1
O=C1N2CCSC2=NC1(Nc1ccccn1)C(F)(F)F (centres undefined)	4.9	0.3	-3.0	3.1	-5.9	3.9	13.4	-0.2	0.9
CCn1c(SCC(=O)NC(C)(C)C)nnc1-c1ccoc1C	5.5	2.4	-3.7	-5.1	-2.8	-4.6	-1.8	-2.4	2.7
CCN(CC)C(=O)c1ccc2c3c(cccc13)C(=O)N(CCc1ccc(OC)c(OC)c1)C2=O	6.3	4.5	-3.5	-1.8	0.2	0.1	2.0	1.8	3.1
CC(=O)C1=C(O)C(=O)N(CCc2ccccc2)C1c1ccccc1[N+](=O)[O-] (centres undefined)	-2.6	-5.6	-1.7	-9.3	-6.6	11.0	-0.8	-2.5	-6.3
COc1ccccc1N1CCN(C(=O)N2CCOCC2)CC1	3.0	9.1	-2.0	-2.0	1.1	-2.3	2.5	0.0	0.8
Cc1cccc(-c2noc(CCCOc3ccc(Cl)cc3Cl)n2)c1	1.2	3.2	-4.7	3.4	0.2	-7.0	-0.4	2.0	-0.1
CC(=O)N1c2ccccc2[C@@H](C)[C@@H]1C	5.2	-6.2	x	-2.1	11.9	6.5	5.6	x	1.5
CC1(C)NS(=O)(=O)Oc2ccccc21	-4.4	-0.9	-1.5	2.9	-2.9	4.2	2.2	1.9	0.5
O=C(c1cccs1)n1nc(-c2ccccc2)nc1NCc1ccc(F)cc1	-4.8	-1.1	-2.4	1.0	-2.0	-10.8	-5.1	2.8	0.8
O=c1c2ccccc2nc(COc2ccccc2)n1/N=C/c1cc([N+](=O)[O-])ccc1O	5.6	25.7*	8.0	0.4	-10.5	-11.5	-0.7	-5.3	-0.7
COc1ccccc1C(=O)Nn1c(C2CCC2)nc2ccccc2c1=O	-5.4	1.9	2.4	3.1	4.6	0.4	0.2	2.5	-1.8
Cc1cc(Oc2ccccc2)nc(SCC(=O)Nc2ccc(Cl)c(Cl)c2)n1	-13.4	-16.0	-31.5	-1.9	-32.7	-25.8	2.4	-14.6	-21.4
Cc1cc(Cl)ccc1C(=O)C1CCCN(C(=O)c2cscn2)C1 (centres undefined)	3.4	5.0	-0.9	-0.6	-1.9	-3.6	4.2	-7.3	-0.6
CC(=O)Nc1ccc(N=Cc2ccc[nH]2)cc1	2.7	3.3	1.9	1.5	1.7	-3.7	1.2	3.4	-0.7
COCCCNC(=O)C1CCC(CNS(=O)(=O)c2ccc(Cl)cc2)CC1 (centres undefined)	0.3	11.7	10.2	-1.1	1.9	-4.8	4.3	6.6	-1.2
Cc1c(Cl)cccc1NC(=O)N1CCN(C(=O)c2ccco2)CC1	3.6	-0.4	-0.4	4.8	1.2	5.0	0.0	-2.6	5.2
COc1ccc(C2CC(c3ccc(F)cc3)=NN2c2ccccc2)cc1OC (centres undefined)	3.8	6.1	-3.5	3.4	-7.6	2.7	2.5	3.0	-2.4
COc1ccccc1N1CCN(C(=O)CSc2nnc(NC(=O)c3ccco3)s2)CC1	6.6	-3.0	-1.2	-6.6	-3.5	2.6	2.1	-3.1	-1.3
CCC(=O)c1ccc(OCC(=O)OC(C)C(=O)N2CCc3ccccc32)cc1 (centres undefined)	-2.5	7.4	2.3	2.5	4.8	1.0	6.0	2.5	0.7
O=C(NCc1ccccc1)c1ccc(Br)o1	3.7	4.1	-3.3	-0.7	-0.4	5.9	8.1	7.6	-0.5
O=C1NCCCCC1NC1CC(=O)N(c2ccccc2)C1=O (centres undefined)	9.1	0.9	2.1	-3.1	0.9	10.2	1.1	2.2	4.8
Nc1nccnc1C(=O)OCC(=O)NC1CCCc2ccccc21 (centres undefined)	9.2	6.6	x	-7.9	9.3	2.5	-0.3	x	-4.0
Cc1c(C(=O)NCc2cccnc2)oc2ccccc12	4.9	0.9	-0.3	1.8	-6.5	3.6	4.1	8.4	2.1
CCc1nnc(NC(=O)C2CCN(c3cnccn3)CC2)s1	5.7	0.1	-0.6	2.9	-3.5	-8.1	4.5	-3.9	2.8
Cc1ccc(C(=O)N/N=C/C=C/c2ccccc2)o1	1.6	6.8	4.2	-1.2	1.2	1.7	3.0	9.1	1.0
CC(=O)c1cccc(NC(=O)C(C)OC(=O)c2ccc3ncsc3c2)c1 (centres undefined)	-0.4	3.2	x	-0.1	3.7	7.5	0.1	x	4.8
CCO[C@H]1OC(C(=O)NCc2nc3ccccc3[nH]2)=C[C@@H](c2ccc3c(c2)OCO3)[C@@H]1CCCO	8.3	2.9	-1.9	-1.5	0.7	-5.8	-3.9	2.0	-1.3
S=C(NCc1ccco1)Nc1ccccc1	8.5	0.2	1.4	-0.9	-1.1	1.9	0.4	-0.8	2.1
CC(=O)Nc1cccc(/C(C)=N/NC(=O)c2ccc3c(c2)OCO3)c1	4.5	2.8	-5.5	-3.0	4.3	6.9	2.9	-5.8	0.5
C=CCn1c(COc2ccccc2OC)nc2ccccc21	10.5	0.6	-4.3	-3.9	0.4	0.5	-1.7	2.3	-1.2
CCOC(=O)CSc1ccc(C(=O)Nc2ccc(Cl)cc2)cn1	4.9	4.1	0.1	-1.2	-6.3	-1.9	0.9	-7.9	-3.1
COc1ccc(N(C(=O)c2ccco2)C(C(=O)NC2CCCC2)c2ccc(N3CCOCC3)cc2)c(OC)c1 (centres undefined)	-0.2	-5.8	0.1	-1.1	1.7	5.0	2.8	5.3	2.9
CCCCNC(=S)N=Nc1c(O)n(Cc2ccccc2)c2ccccc12	-3.5	6.4	1.2	2.5	-2.9	-7.5	4.7	-5.3	-5.7
CCOc1ccc(Br)cc1C(=O)N/N=C/c1ccccn1	12.5	3.4	0.8	-0.2	4.2	0.8	5.5	3.3	-2.6
O=C(O)C(C(O)c1ccccc1)[n+]1ccccc1 (centres undefined)	10.8	-0.9	0.8	0.8	1.1	3.0	-3.8	6.6	1.4
COc1ccnc(CN(C)C(=O)C2CCC(=O)N(CCN(C)C)C2)c1 (centres undefined)	3.5	1.3	9.2	7.0	-0.5	0.4	1.4	0.5	-2.8
CCCCCc1cc(=O)oc2c(C(CCN3CCCC(C)C3)c3ccc(N(C)C)cc3)c(OC)cc(OC)c12 (centres undefined)	1.7	-6.8	4.1	1.4	7.1	6.7	0.6	3.7	0.3
Cc1cc(SCC(=O)N(CC(C)C)c2c(N)n(CC(C)C)c(=O)[nH]c2=O)nc2ccccc12	6.6	21.2	x	-0.9	-1.3	5.6	6.3	x	-2.9
CC(Oc1ccc(F)cc1)C(=O)Nc1cc(C(F)(F)F)ccc1-n1cncn1 (centres undefined)	7.5	2.2	2.9	3.2	5.1	1.2	2.0	-0.1	-2.7

A section from further up, as a working copy:
SMILES	PAFAH1B3 inh	pPAFAH inh	Fam108B inh	PAD4 inh	PME-1 inh	PAFAH2 inh	PAFAH1B2 FP inh	GSTO1 inh	LYPLA1 inh
COc1ccccc1N1CCN(C(=O)CSc2nnc(NC(=O)c3ccco3)s2)CC1	6.6	-3.0	-1.2	-6.6	-3.5	2.6	2.1	-3.1	-1.3
CCC(=O)c1ccc(OCC(=O)OC(C)C(=O)N2CCc3ccccc32)cc1 (centres undefined)	-2.5	7.4	2.3	2.5	4.8	1.0	6.0	2.5	0.7
